Compound activity from PubChem.
tolC growth inh = growth inhibitors of E. coli tolC mutant, primary screen, strain BW25113 ΔtolC::kan, 384-well; OD615; growth inhibition, % at 10 µM (by protocol); 65,000 compounds, 2.2% hits; AID 573, 2007;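 active = growth inhibition at or above a cutoff equal to the mean over every tested compound plus 3 SD, cut at about 60% in these data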;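 also: growth measured after 20 h incubation at 37 °C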
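Test system: tolC-deleted E. coli BW25113 | Medium: LB with kanamycin 50 µg/mL | Compound dosing: Single concentration, 10 µM final per compound | Schedule: 37 °C, 20 h exposure | Measured by: OD at 615 nm | Evaluation: Percent growth inhibition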
SF1 activator = activators of human SF-1, primary screen, cell-based, CHO-K1, Gal4-SF-1 LBD, luciferase luminescence; CHO-K1 Gal4-SF-1 LBD luciferase reporter; % increase over DMSO SF-1-specific signal; 65,000 compounds, 1.9% hits; activation, % at 10 µM; AID 522, 2006;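 active = activation above the mean activation of all tested compounds plus 3 SD, cut at about 50% in these data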
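Assay system – CHO-K1 cells with Gal4–hSF-1 LBD chimera plus Gal4-driven luciferase · Quantity – 4,000 cells per well · Times – compound added 1 h post-seeding, 20 h exposure at 37 °C, 5% CO2 · Measured by – luciferase light emission · Benchmarks – DMSO and mock-transfected background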
HTR1A agonist = human 5-HT1a receptor agonists, primary screen, cell-based, CHO, Ga15 NFAT-bla reporter. 65,000 compounds, 0.56% hits. activation, % at 10 µM. CHO 5-HT1a Ga15 NFAT-bla reporter, FRET ratio; 0% basal, 100% maximal reference agonist;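 active = activation above the screen-wide mean activation plus 3 SD, cut at about 19% in these data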;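 also: 0% = DMSO wells and 100% = 5-CT at EC100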
HTR1E agonist = 5-HT1E receptor agonists, primary screen, cell-based, HTS | 5-hydroxytryptamine receptor 1E (Homo sapiens), P28566 | AID 574, 2007 | CHO 5-HT1E Ga15 NFAT-bla reporter, FRET; 0% DMSO wells, 100% control agonist wells | 65,000 compounds, 0.69% hits | activation, % at 6 µM;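 active = activation above a set limit, the screen-wide mean activation plus 3 SD, cut at about 8.5% in these data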;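 also: 100% = positive control agonist at 1 µM giving full maximal response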
Target sequence (P28566 whole entry, looked up): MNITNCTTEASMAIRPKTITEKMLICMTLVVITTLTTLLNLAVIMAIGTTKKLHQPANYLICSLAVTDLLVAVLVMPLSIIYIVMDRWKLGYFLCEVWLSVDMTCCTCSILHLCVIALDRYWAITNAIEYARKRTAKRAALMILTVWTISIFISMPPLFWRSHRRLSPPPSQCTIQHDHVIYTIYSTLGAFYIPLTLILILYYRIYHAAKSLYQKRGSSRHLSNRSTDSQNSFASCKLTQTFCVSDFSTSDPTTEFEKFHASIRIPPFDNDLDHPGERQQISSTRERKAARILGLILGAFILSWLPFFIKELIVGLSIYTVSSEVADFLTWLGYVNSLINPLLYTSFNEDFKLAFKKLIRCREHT
RORa activator = activators of orphan receptor RORA, primary screen, cell-based, luminescence | Nuclear receptor ROR-alpha (Homo sapiens), P35398 | CHO-K1 Gal4-RORA LBD luciferase reporter; percent increase over mock-subtracted basal signal | activation, % at 10 µM | 65,000 compounds, 1.5% hits;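 active = activation above the mean of all tested compounds plus 3 SD, cut at about 49% in these data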;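 also: 0% = DMSO-treated RORA cells and 100% = added signal equal to DMSO minus mock-transfected cells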
Target sequence (P35398 whole entry, looked up, the tested form may be a part): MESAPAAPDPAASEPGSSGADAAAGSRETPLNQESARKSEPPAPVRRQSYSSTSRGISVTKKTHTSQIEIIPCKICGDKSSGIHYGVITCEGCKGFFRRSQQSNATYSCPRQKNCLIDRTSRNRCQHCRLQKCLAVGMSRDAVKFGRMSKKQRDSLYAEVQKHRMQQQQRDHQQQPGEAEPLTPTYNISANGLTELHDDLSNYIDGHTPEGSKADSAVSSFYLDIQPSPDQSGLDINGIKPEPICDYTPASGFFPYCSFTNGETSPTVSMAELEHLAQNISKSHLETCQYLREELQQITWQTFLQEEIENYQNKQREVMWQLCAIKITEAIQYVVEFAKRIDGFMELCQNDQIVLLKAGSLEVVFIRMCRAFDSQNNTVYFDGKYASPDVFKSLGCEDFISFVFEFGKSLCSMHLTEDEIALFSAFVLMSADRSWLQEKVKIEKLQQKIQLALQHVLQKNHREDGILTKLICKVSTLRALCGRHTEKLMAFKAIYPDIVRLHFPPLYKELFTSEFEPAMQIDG
MMP13 inh = human MMP13 inhibitors, primary screen, biochemical, FRET peptide cleavage. Collagenase 3 (Homo sapiens), P45452. MMP-13 fTHP FRET cleavage, Mca fluorescence. inhibition, % at 4 µM. 65,000 compounds, 0.07% hits;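 active = inhibition above the mean of compound-free control plate wells plus 3 SD, cut at about 14% in these data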;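 also: 0% = DMSO wells and 100% = wells with reference MMP-13 inhibitor after basal subtraction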
5HT1a antag = human 5-HT1a receptor antagonists, primary screen, cell-based, CHO, Ga15 NFAT-bla reporter; AID 612, 2007; CHO 5-HT1a Ga15 NFAT-bla reporter, antagonist mode; 5-hydroxytryptamine receptor 1A (Homo sapiens), P08908; 62,000 compounds, 0.68% hits; inhibition, % at 10 µM;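 active = inhibition above the mean of all tested compounds plus 3 SD, cut at about 43% in these data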;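 also: receptor stimulated by 5-CT agonist at 100 nM near EC80; beta-lactamase reporter measured by ratiometric fluorescence of a cleavable substrate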
NADH coupling = inhibitors of PK/LDH coupling enzymes, profiling panel, artefact control, biochemical, MLSMR library; AID 774, 2007; coupled PK/LDH NADH assays, four targets; 65,000 compounds, 0.02% hits; IC50, µM (highest dose often 10 µM), inactives show top-dose inhibition;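 active = single-dose screening hits from any of four coupled enzyme assays that gave an IC50 when retested across doses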;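 also: the DPM-DC format reads NADH fluorescence rather than 340 nm absorbance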
HTR1E antagonist = 5-HT1E receptor antagonists, primary screen, cell-based, HTS; CHO 5-HT1E Ga15 NFAT-bla reporter, FRET, antagonist; inhibition, % at 6 µM; 65,000 compounds, 0.99% hits;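 active = inhibition above a set limit, the mean inhibition across every tested compound plus 3 SD, cut at about 29% in these data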;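 also: signal is the 460 over 535 nm emission ratio of beta-lactamase substrate; 0% = agonist plus DMSO wells and 100% = wells without agonist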
Numbers without * were called inactive; x = not tested or not shown; [ ] = dose if it differs, or a comment.

SMILES	tolC growth inh	SF1 activator	HTR1A agonist	HTR1E agonist	RORa activator	MMP13 inh	5HT1a antag	NADH coupling	HTR1E antagonist
O=C(NCCn1cc(SCC(=O)N2CCOCC2)c2ccccc21)c1ccccc1	4	-9	-5.0	-0.9	23	-1	-1	6%	6
COC(=O)COc1nc(C)c(Br)c(OC)n1	-16	-5	-2.5	0.1	-3	2	-8	7%	0
CCCCOc1ccc(-c2nc(-c3cccnc3)no2)cc1	16	31	1.0	0.7	30	3	2	4%	3
O=C(CCn1c(=O)[nH]c2ccccc2c1=O)N1CCN(c2cccc(C(F)(F)F)c2)CC1	14	13	-0.3	-0.1	-2	-3	-17	5%	-16
O=C(c1cccs1)N(CCO)Cc1cc2cc3c(cc2[nH]c1=O)OCCO3	-6	4	-3.4	0.1	-7	-22	3	7%	11
CCCC(=O)NCCc1cc2cc(C)c(C)cc2[nH]c1=O	-4	9	-3.2	-0.3	-6	-8	2	9%	3
COc1ccc(OCC(O)COc2ccc(C(=O)O)cc2)cc1 (centres undefined)	-26	11	-1.6	0.1	17	-5	12	0%	-9
CCN(Cc1cc2ccccc2[nH]c1=O)C(=O)C(C)C	-25	-1	-1.5	-1.0	3	-1	-5	3%	15
CC1=C(C(N)=O)C(c2cccs2)n2nc(-c3cccc(C)c3)nc2N1 (centres undefined)	-6	4	-2.4	0.2	1	3	-3	5%	-9
CCOC(=O)c1c(NC(C)=O)sc2c(O)c(CN3CCN(CC)CC3)ccc12	16	-11	0.8	0.7	-7	4	4	8%	8
CC1CCCC(C)N1C(=O)CSc1nnc(CSc2ncccn2)n1C (centres undefined)	-5	-15	-2.4	-0.3	-6	1	9	4%	1
COc1cc2cc(CN(Cc3nnnn3C3CCCC3)C3CCCC3)c(=O)[nH]c2cc1OC	-7	-19	-3.2	0.4	-12	-32	-9	9%	7
CCCc1[nH]nc2c1C(c1ccc(OC(=O)N3CCOCC3)cc1)C(C#N)=C(N)O2 (centres undefined)	6	0	-0.8	0.3	-13	4	-13	4%	-14
CC(=O)Nc1nc(CC(C)C)cc2c1c(=O)oc1ccccc12	-4	6	-3.5	0.5	-13	-3	3	6%	13
O=C(COc1ccc(-n2cnnn2)cc1)N1CCN(c2ccc(F)cc2)CC1	6	-10	-4.2	-0.7	-1	-6	3	4%	-2
Cc1cc(C(=O)Nc2cccnc2)no1	-3	10	-0.1	-0.1	20	-2	-4	1%	-1
O=C(CSc1nnc(C2CCCCC2)n1-c1ccccc1)NCc1ccco1	8	1	11	-1.1	-2	-2	-10	8%	3
O=C(COC(=O)C1COc2ccccc2O1)NC1CCS(=O)(=O)C1 (centres undefined)	2	-16	-2.0	-0.8	-13	-9	-6	9%	4
Cc1cccc(-c2noc(CN(C(=O)c3ccc4c(c3)OCO4)C(C)C)n2)c1	13	1	1.2	-0.5	-1	0	14	5%	8
CCN(CC)CCNc1nc(-c2ccco2)c2c(c1C#N)CC(C)(C)OC2	9	-1	1.7	0.6	-3	-74[fluorescence artefact?]	x	3%[fluoresces]	5
O=C(CSc1ncccn1)NC(=O)NCc1ccccc1	-1	6	-2.7	0.1	-10	-8	-4	4%	1
CCc1c(C#N)c(SCc2c(C)noc2C)nc2c1C(=O)CC(C)(C)C2	63*	-1	2.8	0.3	-12	5	8	5%	-1
COCCCn1c(SCC(=O)Nc2cccc(C)n2)nnc1-c1ccco1	-11	3	-0.9	2.0	-28	5	-14	1%	6
CC(C)(C)C(=O)CC(=O)Nc1ccc(Cl)c(N)c1	-6	25	-3.7	0.8	7	2	-6	2%	6
O=C(NCCCN1CCCCC1)c1ccc2c(c1)NC(=O)C(N1CCCCC1)S2 (centres undefined)	-6	2	-2.7	-1.6	1	1	1	5%	-5
(next part)
SMILES	tolC growth inh	SF1 activator	HTR1A agonist	HTR1E agonist	RORa activator	MMP13 inh	5HT1a antag	NADH coupling	HTR1E antagonist
COc1ccc(CC(NC(C)=O)C(=O)N2CCN(C(=O)Nc3ccc(Cl)cc3)CC2)cc1OC (centres undefined)	-2	43	0.6	-0.6	11	3	-10	2%	-10
O=C1c2ccccc2S(=O)(=O)N1CC(O)Cn1c2ccccc2c2ccccc21 (centres undefined)	56	-11	-3.1	-0.9	3	-1	22	1%	0
O=C(Nc1cccc(Cl)c1)OCc1ccccn1	2	34	-3.2	-0.7	70*	5	14	7%	-6
COc1cccc(-c2noc(C3CCCN(C(=O)Cc4ccccc4)C3)n2)c1 (centres undefined)	40	3	-1.1	-0.2	2	3	6	3%	6
Nc1sccc1C(=O)c1ccccc1	-16	2	-2.1	0.9	4	2	-7	2%	-5
C=CCOc1ccc(C2N3CC4(CC)CN2CC(CC)(C3)C4=O)cc1 (centres undefined)	26	-6	-5.0	0.1	-7	4	2	6%	3
C=CCN1C(=NC(=O)CCCC(=O)O)SC2CS(=O)(=O)CC21 (centres undefined)	-23	14	-1.1	0.8	9	-2	0	5%	-6
O=S(=O)(NCc1cccnc1)c1ccc(Br)s1	-26	2	-2.4	-0.3	15	-5	5	2%	15
COc1cccc(-c2nnc(SCC(=O)N(C(C)C)C(C)C)o2)c1	5	3	-2.5	1.1	13	4	2	5%	-7
Cn1c(=O)[nH]c(=O)c2c1nc(OC(=O)c1ccccc1)n2CC(O)COc1ccc(F)cc1 (centres undefined)	-7	-3	-0.8	-0.1	-16	0	2	4%	-7
O=C1CCCc2c1nc(-c1ccccc1)n2O	-3	-8	1.2	1.8	12	-28	-11	47%[fluoresces]	-8
COC(=O)c1cc2ccsc2n1CC(=O)Nc1cc(C)cc(C)c1	8	-29	-1.1	0.7	-18	4	41	2%	-6
c1cncc(Nc2nc(-c3cccnc3)cs2)c1	21	23	-2.5	0.5	28	3	22	6%	13
CCN(CC)CCNC(=O)CS(=O)Cc1nc(-c2ccc(C)cc2)oc1C (centres undefined)	-9	6	-2.2	-1.3	11	-3	10	11%	5
Nn1c(SCC(=O)N2CCCCC2)nnc1-c1ccncc1	0	2	-2.2	0.2	-2	4	-7	2%	1
Cc1nnc(N(Cc2ccccc2)C(=O)c2cnccn2)s1	-8	10	-1.5	0.7	-8	4	0	4%	10
COc1ccc(C)cc1NC(=O)C1CC(=O)OC12CCCCC2 (centres undefined)	2	-12	-1.4	-0.1	-4	-1	8	6%	-8
CCOC(=O)c1ccc(NC(=O)CS(=O)(=O)c2cn(CC)c3ccccc23)cc1	13	2	1.5	0.2	1	3	2	3%	-2
COC(=O)C1=C(C)NC2=C(C(=O)CCC2)C1c1ccsc1 (centres undefined)	-2	-2	-3.6	-0.3	1	-5	8	6%	5
COc1ccc(-c2nc(C#N)c(NCc3ccccc3Cl)o2)cc1	-14	16	-0.1	-0.7	-5	-88[fluorescence artefact?]	17	1%	9
CCOC(=O)C1CCN(S(=O)(=O)c2nc3nc(C)cc(C)n3n2)CC1	-16	-12	-1.9	-0.6	-11	4	4	6%	-5
COC(=O)c1ccc(NC(=O)CS(=O)(=O)Cc2ccccc2)cc1	-9	2	-0.1	-0.1	-2	4	10	1%	0
CC(C)=CC(=O)OCC(=O)Nc1ccc(F)cc1Cl	-7	-10	-1.9	-0.2	-12	1	-6	6%	-14
COCCNC(=O)C(c1ccco1)N(Cc1ccc(OC)cc1)C(=O)Cn1nnc2ccccc21 (centres undefined)	-7	-3	-1.1	0.5	5	-6	-4	5%	-5
CC(C)OC(=O)CCC(=O)Nc1nc2ccccc2s1	-3	8	-1.9	0.1	12	-11	4	3%	-7

Record cards (already shown). Order of values: tolC growth inh	SF1 activator	HTR1A agonist	HTR1E agonist	RORa activator	MMP13 inh	5HT1a antag	NADH coupling	HTR1E antagonist
`O=C(NCCn1cc(SCC(=O)N2CCOCC2)c2ccccc21)c1ccccc1` reads 4	-9	-5.0	-0.9	23	-1	-1	6%	6
`CCN(CC)CCNC(=O)CS(=O)Cc1nc(-c2ccc(C)cc2)oc1C` (centres undefined) reads -9	6	-2.2	-1.3	11	-3	10	11%	5
`CC1CCCC(C)N1C(=O)CSc1nnc(CSc2ncccn2)n1C` (centres undefined) reads -5	-15	-2.4	-0.3	-6	1	9	4%	1
`CCc1c(C#N)c(SCc2c(C)noc2C)nc2c1C(=O)CC(C)(C)C2` reads 63*	-1	2.8	0.3	-12	5	8	5%	-1
`COC(=O)c1cc2ccsc2n1CC(=O)Nc1cc(C)cc(C)c1` reads 8	-29	-1.1	0.7	-18	4	41	2%	-6

New compounds follow.
SMILES	tolC growth inh	SF1 activator	HTR1A agonist	HTR1E agonist	RORa activator	MMP13 inh	5HT1a antag	NADH coupling	HTR1E antagonist
CCOC(=O)N1CCC(NC(=O)Cn2ncc3c2-c2cc(C)ccc2OC3)CC1	-3	-5	-2.9	0.1	6	-1	-12	1%	-5
Cc1ccc(NC(=O)NCC(c2cccnc2)N2CCOCC2)cc1 (centres undefined)	-30	1	1.5	-0.1	-21	-2	-1	7%	-3
Cc1c(N=Cc2nc3ccccc3n2C)c(=O)n(-c2ccccc2)n1C	-9	15	-1.0	-0.2	16	2	9	3%	-3
CN1C(=O)NC(c2cccc(O)c2)C(C(=O)c2cccs2)C1(O)C(F)(F)F (centres undefined)	42	-8	-2.3	0.0	35	2	-1	5%	1
Cc1noc(C)c1S(=O)(=O)N(CC(=O)Nc1ccc2c(c1)OCO2)c1ccc(C(C)C)cc1	-2	-7	-0.1	-0.3	-26	2	15	7%	3
Cc1cc(C)c(C)c(S(=O)(=O)NCc2cccnc2)c1C	1	0	-0.1	-0.5	-12	1	13	2%	-10
O=C(c1ccco1)N1CCN(C(=O)C2CCN(S(=O)(=O)c3cnc[nH]3)CC2)CC1	-27	10	-2.6	-0.3	13	-4	-3	9%	5
CCOc1ccc(CC2CC(=O)NC2=O)cc1 (centres undefined)	4	2	-2.7	-0.2	-16	1	x	1%	-8
COc1cccc(CC(NC(C)=O)C(=O)NC2CCN(c3c4c(nc5ncnn35)CCC4)CC2)c1 (centres undefined)	14	72*	4.3	1.0	21	0	-6	2%	-1
Cc1cc(C(=O)O)c(=O)[nH]c1C	-27	7	-2.4	0.2	-14	-16	-3	11%	-6
Cc1c(C(=O)N2CCN(c3ncccn3)CC2)sc2nc3n(c(=O)c12)CCCC3	-10	-6	-1.4	-0.1	8	0	1	1%	0
Cn1c(SCc2cccnc2)nnc1-c1c[nH]c2ccccc12	-7	22	-2.6	0.3	-14	3	4	2%	2
CC(C1CC1)N(C(=O)NC1CCS(=O)(=O)C1)c1ccccc1 (centres undefined)	-41	0	-0.9	0.4	-20	-5	-2	3%	0
CCOC(=O)CN1C(=O)SC(CC(=O)Nc2nccs2)C1=O (centres undefined)	-16	-2	-1.2	0.2	-17	8	-2	12%	-3
